Screens (PubChem BioAssay)
EPAC1 agonist: qHTS for Agonist of cAMP-regulated guanine nucleotide exchange factor 3 (EPAC1): primary screen; Rap guanine nucleotide exchange factor 3 (Homo sapiens), O95398; EPAC1 agonist qHTS, biochemical assay; response scale: 100% = response to 6.5 mM cAMP; Potency, µM (highest dose often 154 µM), for the others: top-dose activation, hits mostly activators; 360,000 tested, 0.073% active; note: potency is the fitted concentration of half-maximal effect; nearly all actives have a fitted effect of over 60% in size
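Fluorescent GDP-exchange assay: 100 nM EPAC1 with 250 nM Rap1B preloaded with BODIPY-GDP and 50 uM GDP; compounds tested as concentration series, 5 min at room temperature, then read every 5 min for 30 min (ex 480/em 540 nm); normalized to 6.5 mM cAMP.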
PLK1 PBD block: qHTS for Inhibitors of PLK1-PDB (polo-like kinase 1 - polo-box domain): Primary Screen; Serine/threonine-protein kinase PLK1 (Homo sapiens), P53350; Plk1 PBD binding of FITC phosphopeptide, fluorescence polarization; Potency, µM, inactives show max response, negative = inhibition, most hits filed as inhibitors; 360,000 tested, 2.8% active; note: potency is the fitted concentration of half-maximal effect; series mostly up to about 57 µM; % is set by controls: 0 for no effect and ±100 for the full control effect; nearly all actives have a fitted effect of over 65% in size
IL2 activator: qHTS of IL-2 Activators; IL-2 activation reporter assay, cell-based qHTS; stimulated with anti-CD3/CD4/CD28 beads; in transgenic mouse T cells; activation, % (series mostly up to about 46 µM); 360,000 tested, 0.065% active; AID 652025, 2013; in the data active = activation above about 50%; inconclusive = mostly about 30% to 49%; note: 0% is about no effect
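Quantitative HTS in unstimulated transgenic mouse T cells, with memory T cells as non-tolerant control and PMA/ionomycin as tolerance-bypass control. Compound pretreatment lasted 60 minutes before 18 h bead stimulation; EGFP/DsRed fluorescence read.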
GLP1R inv ag: qHTS of GLP-1 Receptor Inverse Agonists (Inhibition Mode) | Glucagon-like peptide 1 receptor (Homo sapiens), P43220 | HEK293 GLP-1R CRE-luciferase, luminescence, 24 h; GLP-1R form is constitutively active | Potency, µM (series often up to 38.3 µM), for inactives: at the highest dose activity change, negative = inhibition, usual class: inhibitors | 410,000 tested, 1.6% active | AID 624417, 2012; note: potency is the fitted concentration of half-maximal effect; % is set by controls: 0 for no effect and ±100 for the full control effect; nearly all actives have a fitted effect of over 55% in size
Target sequence (P43220 whole entry, looked up): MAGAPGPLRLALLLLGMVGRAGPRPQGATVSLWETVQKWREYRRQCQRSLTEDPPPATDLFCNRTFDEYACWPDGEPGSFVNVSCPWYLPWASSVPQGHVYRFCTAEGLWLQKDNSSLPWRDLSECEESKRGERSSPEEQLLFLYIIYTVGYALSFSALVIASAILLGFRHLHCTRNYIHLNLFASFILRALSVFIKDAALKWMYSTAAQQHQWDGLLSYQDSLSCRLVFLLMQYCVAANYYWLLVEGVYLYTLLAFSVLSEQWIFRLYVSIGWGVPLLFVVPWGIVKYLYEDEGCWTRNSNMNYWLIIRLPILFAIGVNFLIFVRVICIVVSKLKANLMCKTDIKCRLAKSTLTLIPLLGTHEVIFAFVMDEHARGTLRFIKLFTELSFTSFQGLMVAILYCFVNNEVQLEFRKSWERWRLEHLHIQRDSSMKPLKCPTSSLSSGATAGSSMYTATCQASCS
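Readout was luciferase luminescence, measured 12 min after detection reagent at room temperature. Beforehand, GLP-1R reporter HEK293 cells had sat 12 h, then received compounds for 24 hr at 37 deg C.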
PTHR1 ag: qHTS for PTHR1 Agonists: Primary Screen. HEK293 GP2 PTHR1 cells, GloSensor cAMP luminescence, 1 h. Potency, µM (top dose mostly 115 µM), for the others: at the highest dose activation, most hits filed as activators. 410,000 tested, 0.075% active; note: potency is the fitted concentration of half-maximal effect; nearly all actives have a fitted effect of over 55% in size; some results filed as inactive show a strong effect at the top dose; inactives centre near -15; many of its hits are not listed in these tables
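HEK-293-derived GP2 cells expressing PTHR1 and a GloSensor cAMP reporter, 3,000/well, plated overnight, given luciferin plus IBMX (each 0.5 mM as added) for 1 h at 37 °C, then compound for 1 h at 37 °C. Luminescence was read after 15 min at room temperature.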
HEK293 tox: qHTS of GLP-1 Receptor Inverse Agonists: Cytotox Screen; Potency, µM (top dose mostly 38.3 µM), for inactives: at the highest dose activity change, negative = inhibition, actives largely listed as inhibitors; 410,000 tested, 0.13% active; AID 624418, 2012; HEK293 cAMP-luciferase reporter cells, luminescence, 24 h;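 note: loss of luciferase light is scored as toxicity; potency is the fitted concentration of half-maximal effect; % is set by controls: 0 for no effect and ±100 for the full control effect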
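A 23 nL compound transfer followed 12 hours of cell culture at 37 deg C; exposure then lasted 24 hr. Luciferase assay detection reagent was dispensed and plates read for luminescence after a 12 min room-temperature wait.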
GLP-1R agonist: qHTS of GLP-1 Receptor Agonists | 380,000 tested, 0.007% active | HEK293 GLP-1R CRE-luciferase, luminescence, 4-6 h; cells express a hypersensitive GLP-1R form | Glucagon-like peptide 1 receptor (Homo sapiens), P43220 | AID 624172, 2012 | Potency, µM (titrated, usually from 45.6 µM), for the others: at the top dose activation, hits mostly activators; note: potency is the fitted concentration of half-maximal effect; % of control where 0% means no effect
EPAC1 antag: qHTS for Antagonist of cAMP-regulated guanine nucleotide exchange factor 3 (EPAC1): primary screen | EPAC1 GEF assay, Rap1b-BODIPY-GDP exchange fluorescence | Potency, µM (series often up to 115 µM), without a hit: at the top dose activity change, negative = inhibition, most hits filed as inhibitors | 360,000 tested, 0.14% active | AID 720709, 2013;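 note: potency is the fitted concentration of half-maximal effect; plate controls were vehicle for no effect and positive control for full effect; nearly all actives have a fitted effect of over 50% in size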
PI5P4Ka inh: qHTS for Inhibitors of phosphatidylinositol 5-phosphate 4-kinase (PI5P4K); PI5P4Kalpha enzyme, ADP-Glo luminescence, 60 min; active compounds read low; 330,000 tested, 1.2% active; Phosphatidylinositol 5-phosphate 4-kinase type-2 alpha (Homo sapiens), P48426; max response, %; active = max response of -50% or lower; inconclusive = between -30% and -50%; inactive = -30% or higher; note: value at the top dose of about 77 µM; % is set by controls: 0 for no effect and ±100 for the full control effect
Target sequence (P48426 whole entry, looked up): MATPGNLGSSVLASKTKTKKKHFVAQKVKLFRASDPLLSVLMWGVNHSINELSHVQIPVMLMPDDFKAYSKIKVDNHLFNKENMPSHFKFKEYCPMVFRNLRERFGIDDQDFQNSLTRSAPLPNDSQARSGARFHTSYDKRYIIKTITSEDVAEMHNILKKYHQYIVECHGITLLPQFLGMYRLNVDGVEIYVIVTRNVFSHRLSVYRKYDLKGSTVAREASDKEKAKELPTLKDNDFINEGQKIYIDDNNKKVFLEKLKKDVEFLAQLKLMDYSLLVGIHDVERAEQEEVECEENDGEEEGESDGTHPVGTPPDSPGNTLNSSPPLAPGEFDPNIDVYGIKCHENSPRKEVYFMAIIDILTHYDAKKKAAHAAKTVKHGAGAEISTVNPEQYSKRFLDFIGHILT
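Reactions run in 0.038 M HEPES pH 7.4, 0.28 mM EGTA, 0.1% CHAPS and 5% DMSO, with PI5P4Kalpha, substrate, compound and 5 microM ATP final, one hour at room temperature. Readout is ADP-Glo luminescence.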
An asterisk follows results filed as active; i = inactive; ? = inconclusive; . = no result given; [ ] = dose if it differs, or a comment. Unless noted, calls come from the whole dose curve; as a rule, active = well fitted curve in the direction sought with a large enough effect; inconclusive = small, poorly fitted or top-dose-only effect, or another doubt; inactive = no such curve, though single readings can be large; an effect the other way counts as inactive or inconclusive.

SMILES	EPAC1 agonist	PLK1 PBD block	IL2 activator	GLP1R inv ag	PTHR1 ag	HEK293 tox	GLP-1R agonist	EPAC1 antag	PI5P4Ka inh
CCC(C)N(CC(=O)Nc1cccc(C)c1C)C(=O)CCl (stereo not given)	-4%	-5%	-5.4	?	-36%[inhibitor]	?	-2%	?	3
CC(C)CNC(=O)/C=C/C(=O)O	5%	0%	-3.4	21%	-15%	-3%	0%	16%	-10
Cc1ccccc1CNCc1cccnc1	5%	-9%	-3.4	0%	?	0%	0%	-3%	4
Cc1c(NC(=O)c2ccc(S(=O)(=O)N3CC(C)OC(C)C3)cc2)c(=O)n(-c2ccccc2)n1C (stereo not given)	2%	0%	-0.3	10%	i	5%	-6%	-4%	3
CCCCc1c(O)nc(SCC(=O)N2CCOCC2)n(-c2ccc(C)cc2)c1=O	12%	-9%	-1.5	-2%	-7%	4%	-3%	-7%	-2
N#C/C(=C\c1ccccc1)C(=O)N(c1ccccn1)C1CCCCC1	22%	-13%	-3.2	-19%	-26%	8%	0%	?	4
Cc1ccc(C(=O)N/C(=C\c2ccc(-c3ccccc3[N+](=O)[O-])o2)C(=O)NCCCN(C)C)cc1	1%	?	0.2	?	i	7%	18%	10%	2
CCC(=O)Nc1ccc2c(c1)OCCO2	-1%	-2%	-4.2	8%	i	-12%	0%	2%	16
Cc1ccc(S(=O)(=O)N(CC(=O)NCc2cccnc2)c2ccc(F)cc2)cc1	2%	-17%	2.0	10%	-4%	7%	13%	-12%	-6
Fc1cccc(F)c1C(Nc1nncs1)Nc1nncs1	5%	-19%	5.6	10%	i	6%	-1%	2%	-2

Single entries from the results shown:
Reading of `Cc1ccc(S(=O)(=O)N(CC(=O)NCc2cccnc2)c2ccc(F)cc2)cc1` under PLK1 PBD block: -17%
Reading of `Fc1cccc(F)c1C(Nc1nncs1)Nc1nncs1` under EPAC1 antag: 2%

Continued:
SMILES	EPAC1 agonist	PLK1 PBD block	IL2 activator	GLP1R inv ag	PTHR1 ag	HEK293 tox	GLP-1R agonist	EPAC1 antag	PI5P4Ka inh
CCC(CO)Oc1cc(NC(=O)c2ccccc2[N+](=O)[O-])c2ncn(C(C)C)c2c1 (stereo not given)	-2%	0%	1.7	6%	i	2%	9%	-9%	-3
Cc1ccc(C)c(NC(=O)c2cc([N+](=O)[O-])cc([N+](=O)[O-])c2)c1	-2%	-9%	2.8	12%	-2%	-7%	4%	-1%	5
O=c1c2c(C(F)(F)F)cc(C(F)(F)F)nc2[nH]n1-c1ccccc1	-2%	-11%	-3.0	0%	-27%	?	-10%	0%	.
O=C(Cc1ccccc1)NCC(=O)N1CCN(c2ccccc2)CC1	1%	-6%	0.5	17%	-2%	13%	-5%	3%	3
Cc1cccc(NC(=S)NNC(=O)c2cccc([N+](=O)[O-])c2)c1	-8%	-17%	2.4	-3%	-7%	-14%	1%	10%	13
Cc1ccc(/C=N/n2c(C3CCCCC3)n[nH]c2=S)s1	-10%	-19%	-0.1	12%	i	7%	0%	-3%	-4
CCCN1CCC(NC(=O)Nc2cc(Cl)ccc2OC)CC1	12%	4%	0.6	-25%	-23%	-5%	3%	1%	4
CN(C)c1ccc(-c2nn3c(-c4ccc(Cl)cc4)nnc3s2)cc1	-8%	-30%	0.2	11%	i	82%[activator]	-1%	-20%	8
CCCCC(=O)Nc1ccc(C(=O)NNC(=S)NC(=O)c2ccccc2[N+](=O)[O-])cc1	0%	-1%	3.1	7%	-4%	3%	2%	-14%	-19
C/C(=C\C(=O)c1ccc(Br)cc1)NCc1ccc(C)cc1	2%	1%	-2.2	?	-28%	5%	0%	-2%	15

Ordered by molar mass (ascending): some entries from above.
SMILES	EPAC1 agonist	PLK1 PBD block	IL2 activator	GLP1R inv ag	PTHR1 ag	HEK293 tox	GLP-1R agonist	EPAC1 antag	PI5P4Ka inh
CCC(=O)Nc1ccc2c(c1)OCCO2	-1%	-2%	-4.2	8%	i	-12%	0%	2%	16
Cc1ccc(C)c(NC(=O)c2cc([N+](=O)[O-])cc([N+](=O)[O-])c2)c1	-2%	-9%	2.8	12%	-2%	-7%	4%	-1%	5
CCCN1CCC(NC(=O)Nc2cc(Cl)ccc2OC)CC1	12%	4%	0.6	-25%	-23%	-5%	3%	1%	4
Cc1cccc(NC(=S)NNC(=O)c2cccc([N+](=O)[O-])c2)c1	-8%	-17%	2.4	-3%	-7%	-14%	1%	10%	13
O=C(Cc1ccccc1)NCC(=O)N1CCN(c2ccccc2)CC1	1%	-6%	0.5	17%	-2%	13%	-5%	3%	3
C/C(=C\C(=O)c1ccc(Br)cc1)NCc1ccc(C)cc1	2%	1%	-2.2	?	-28%	5%	0%	-2%	15
CN(C)c1ccc(-c2nn3c(-c4ccc(Cl)cc4)nnc3s2)cc1	-8%	-30%	0.2	11%	i	82%[activator]	-1%	-20%	8
CCC(CO)Oc1cc(NC(=O)c2ccccc2[N+](=O)[O-])c2ncn(C(C)C)c2c1 (stereo not given)	-2%	0%	1.7	6%	i	2%	9%	-9%	-3
Cc1ccc(S(=O)(=O)N(CC(=O)NCc2cccnc2)c2ccc(F)cc2)cc1	2%	-17%	2.0	10%	-4%	7%	13%	-12%	-6
CCCCC(=O)Nc1ccc(C(=O)NNC(=S)NC(=O)c2ccccc2[N+](=O)[O-])cc1	0%	-1%	3.1	7%	-4%	3%	2%	-14%	-19

The results go on.
SMILES	EPAC1 agonist	PLK1 PBD block	IL2 activator	GLP1R inv ag	PTHR1 ag	HEK293 tox	GLP-1R agonist	EPAC1 antag	PI5P4Ka inh
COc1ccc(OCc2cc(C(=O)NC(C)Cc3cnccn3)no2)c(Cl)c1 (stereo not given)	-10%	-3%	-2.8	?	i	0%	-6%	10%	-1
Cc1ccc(N(C(=O)c2sc(C)nc2C)C(C(=O)NC(C)(C)C)c2ccncc2)cc1 (stereo not given)	7%	-17%	1.3	9%	-8%	7%	1%	-1%	2
Fc1ccc2nc(Nc3nc4cc5c(cc4s3)OCCO5)sc2c1	0%	-7%	1.5	?	-35%[inhibitor]	165%[activator]	-29%	1%	-3
Cc1ccc(NS(=O)(=O)c2cn(C)c(=O)n(C)c2=O)cc1C	3%	-12%	-3.2	-1%	i	7%	5%	-6%	4

An excerpt; rates above refer to the full screens.
